# L3MBTL1 block: L3MBTL1 (human) inhibition; Q9Y468; AlphaScreen L3MBTL1–H3K9me1 peptide binding; Potency, µM (top dose mostly 57.1 µM), inactives show at the highest dose activity, negative = inhibition, usual class: inhibitors; 0.66% of 230,000 active; AID 485360; note: % is set by controls: 0 for no effect and ±100 for the full control effect; nearly all actives have a fitted effect of over 60% in size
# Target sequence (Q9Y468 whole entry, looked up): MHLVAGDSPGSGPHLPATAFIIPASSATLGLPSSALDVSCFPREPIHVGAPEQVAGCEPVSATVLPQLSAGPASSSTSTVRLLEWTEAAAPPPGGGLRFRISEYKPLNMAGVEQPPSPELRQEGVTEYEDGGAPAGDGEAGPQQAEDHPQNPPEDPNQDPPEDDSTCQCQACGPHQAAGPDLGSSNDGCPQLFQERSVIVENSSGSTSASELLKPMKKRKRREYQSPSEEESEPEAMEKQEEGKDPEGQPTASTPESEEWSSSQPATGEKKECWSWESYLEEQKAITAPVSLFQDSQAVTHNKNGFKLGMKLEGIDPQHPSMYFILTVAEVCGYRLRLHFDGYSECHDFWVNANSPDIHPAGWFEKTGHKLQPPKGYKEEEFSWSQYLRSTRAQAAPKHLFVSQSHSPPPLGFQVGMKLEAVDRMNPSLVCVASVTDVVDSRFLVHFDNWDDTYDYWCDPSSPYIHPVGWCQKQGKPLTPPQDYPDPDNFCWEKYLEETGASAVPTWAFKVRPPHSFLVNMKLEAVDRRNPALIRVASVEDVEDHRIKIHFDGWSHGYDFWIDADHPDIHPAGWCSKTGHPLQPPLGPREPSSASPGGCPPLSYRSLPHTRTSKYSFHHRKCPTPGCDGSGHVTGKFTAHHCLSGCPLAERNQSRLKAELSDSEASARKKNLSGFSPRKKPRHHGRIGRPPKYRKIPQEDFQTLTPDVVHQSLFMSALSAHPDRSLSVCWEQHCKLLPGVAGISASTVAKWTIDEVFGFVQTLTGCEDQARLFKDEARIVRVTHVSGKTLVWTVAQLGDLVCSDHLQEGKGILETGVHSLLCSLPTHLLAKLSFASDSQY
#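 Displacement of a biotinylated histone H3(1-15) peptide monomethylated at Lys9 (75 nM) from L3MBTL1 (50 nM) was measured by AlphaScreen after a 30 min room-temperature compound incubation; cefsulodin titration served as intraplate control.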
# Luc counter: blocks Kinase-Glo luciferase, a counter-screen artifact; Kinase-Glo luciferase, ATP luminescence, 8 min; Potency, µM (titrated, usually from 38.3 µM), for the others: at the top dose activity change, negative = inhibition, hits mostly inhibitors; 0.28% of 200,000 active; note: % is set by controls: 0 for no effect and ±100 for the full control effect; nearly all actives have a fitted effect of over 60% in size
#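 Light output from Kinase-Glo luciferase with luciferin and 10 uM ATP in 50 mM imidazole pH 7.2, KCl, MgCl2, Tween 20, BSA; compound pin-delivered, 8-min ambient incubation, then luminescence read.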
# RECQ1 inh: blocks DNA unwinding by human RECQ1; P46063; RECQ1 DNA unwinding, red fluorescence kinetic read; Potency, µM (top dose mostly 57.3 µM), for the others: top-dose activity, negative = inhibition, actives largely listed as inhibitors; 0.54% of 240,000 active; AID 2549;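 note: plate controls were vehicle for no effect and no enzyme for full effect; nearly all actives have a fitted effect of over 30% in size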
#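 50 nM RECQ1T1 preincubated 15 min with compound in Tris pH 8.0 buffer with MgCl2, DTT, Tween-20 and 2.5 ug/ml poly(dI-dC); started with 200 nM TAMRA/BHQ-2 forked duplex and 2 mM ATP. Unwinding read as fluorescence (525/598 nm), two reads 2 h apart.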
# JMJD2E inh: inhibitors of human JMJD2E histone demethylase. JMJD2E catalytic domain, FDH-coupled NADH fluorescence (FDH is formaldehyde dehydrogenase). Potency, µM (highest dose often 57.1 µM), inactives show at the highest dose activity change, negative = inhibition, usual class: inhibitors. 1.6% of 230,000 active. B2RXH2; active = well fitted inhibition curve with a large enough effect, not every such curve was filed as active; inconclusive = small, poorly fitted or top-dose-only effect, or another doubt; inactive = no such curve, though single readings can be large or run the other way;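 note: 0% = wells with enzyme and -100% = buffer wells without enzyme; nearly all actives have a fitted effect of over 50% in size; many of its hits are not listed in these tables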
# ALDH1A1 inh: inhibitors of human aldehyde dehydrogenase 1A1; Purified ALDH1A1, NADH fluorescence, propionaldehyde substrate; 7.3% of 220,000 active; P00352; Potency, µM (doses to about 75.3 µM), for the others: top-dose activity, negative = inhibition, actives largely listed as inhibitors; active = well fitted inhibition curve with a large enough effect, not every such curve was filed as active; inconclusive = small, poorly fitted or top-dose-only effect, or another doubt; inactive = no such curve, though single readings can be large or run the other way;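 note: plate controls were no enzyme wells and a reference inhibitor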
# Lamin A splicing: changes lamin A minigene splicing in HeLa cells; HeLa LMNA splicing GFP/RFP minigene ratio, 48 h; Potency, µM (series often up to 46.1 µM), for inactives: at the top dose ratio change, negative = inhibition, most hits filed as inhibitors; 0.01% of 200,000 active; active = well fitted inhibition curve with a large enough effect in the signal ratio, with a control signal flat, not every such curve was filed as active; inconclusive = small, poorly fitted or top-dose-only effect, or effect the other way, or a change in a side signal; the % refers to the signal ratio; note: % is set by controls: 0 for no effect and ±100 for the full control effect
#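 Read-out is the ratio of GFP to DsRed2 object intensity, acquired by 488 nm laser-scanning cytometry on HeLa lamin A-EGFP minigene reporter cells. Compound incubation 48 hrs at 37 °C in Opti-MEM with 2% FBS; DMSO 0.5% final.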
# Tau ThT inhib: inhibitors of human tau fibril formation, thioflavin T binding. P10636. recombinant tau K18 P301L (four-repeat tau fragment), heparin-induced fibrillization, ThT fluorescence. Potency, µM (titrated, usually from 57.4 µM), without a hit: top-dose activity, negative = inhibition, usual class: inhibitors. 2.1% of 270,000 active; note: % is set by controls: 0 for no effect and ±100 for the full control effect; nearly all actives have a fitted effect of over 55% in size
# Target sequence (P10636 561-689 P618L limits assumed): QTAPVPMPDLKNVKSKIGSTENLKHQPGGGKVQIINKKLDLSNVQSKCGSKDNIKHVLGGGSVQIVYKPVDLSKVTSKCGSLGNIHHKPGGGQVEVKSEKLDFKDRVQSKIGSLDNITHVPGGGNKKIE
#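 K18 P301L tau (15 uM + 0.24 uM Alexa 594-tagged), heparin 20 uM, NaOAc pH 7, 6 h 37 C; ThT 30 uM, 1 h RT, ex 450/em 510 nm.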
# SMN2 splice up: SMN2 splice variant enhancement. Potency, µM (top dose mostly 46.1 µM), without a hit: at the highest dose activity change, positive = activation, most hits filed as activators. 2.8% of 210,000 active. HEK293 SMN2-luciferase splicing reporter, luminescence, 30-36 h; note: % of control where 0% means no effect; nearly all actives have a fitted effect of over 55% in size
#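 qHTS luciferase splicing reporter: luminescence rises when SMN2 exon 7 is included in transfected HEK293 cells. Compound exposure lasted 30-36 h at 37C, with 4.5 mM final sodium butyrate as control, followed by a ONE-Glo read.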
# The depositor's hits bear a star; i = inactive; ? = inconclusive; / = no result given; & = joins results of further samples; [ ] = remark or other dose. Unless noted, calls come from the whole dose curve; as a rule, active = well fitted curve in the direction sought with a large enough effect; inconclusive = small, poorly fitted or top-dose-only effect, or another doubt; inactive = no such curve, though single readings can be large; an effect the other way counts as inactive or inconclusive. Potency is the fitted concentration of half-maximal effect. Not all compounds are listed (hit frequency here may not be typical).
SMILES,L3MBTL1 block,Luc counter,RECQ1 inh,JMJD2E inh,ALDH1A1 inh,Lamin A splicing,Tau ThT inhib,SMN2 splice up
O=C(Oc1coc(CSc2nnc(NC(=O)C3CC3)s2)cc1=O)c1ccccc1,-14%,-2%,10%,-19%,?,0%,?,-3%
O=[n+]1c2c(n([O-])c3ccccc31)CCCC2,/,1%,-16%,3%,-3%,14%,-10%,5%
Cc1ccc(-c2nnc(SCC(=O)N/N=C/c3c(C)nn(-c4ccccc4)c3C)n2-c2ccccc2)cc1,3%,1%,-3%,7%,?,?,-16%,-8%
O=C(/C=C/c1ccc2c(c1)OCCCO2)c1ccccc1O,-3%,?,-4%,-1%,-11%,4%,?,?
CCCNC(=O)NC(=O)CSc1ccc2c(c1)OCCO2,/,-2%,i,1%,-6%,-6%,-6%,-5%
Cc1ccc(S(=O)(=O)N2CCCOC2CNC(=O)C(=O)NCCCn2ccnc2)cc1 (configuration not stated),-11%,0%,-2%,1%,?,?,-14%,?
CC(C)[C@H](NC(=O)Nc1cccc(C(F)(F)F)c1)C(=O)O,2%,-4%,i,-3%,11%,3%,-11%,-17%
O=S(=O)(c1ccccc1)N1CCC2(CCN(c3ccccc3)CC2)CC1,/,0%,-9%,/,?,/,/,-28%
CC(C)(C)c1ccc(-c2nnc(N)o2)cc1,8%,/,-6%,?,10%,19%[46 µM],-12%,/
COc1cc2cc(Oc3ccc4ccc(=O)oc4c3)c(=O)oc2cc1O,0%,1%&-1%,-4%,?,?,5%,-10%&-15%,7%
O=C(Nc1ccc(F)cc1)c1sc2cc(C(F)(F)F)cnc2c1-c1cccs1,/,-3%,-5%,?,?,14%,-10%,-21%
Cc1ccc2nc(Nc3nc(C)cc(C(F)(F)F)n3)nc(C)c2c1,/,-4%,i,1%,2%,7%,?,-26%
Cc1ccc(NC(=O)c2cnc3ccccc3n2)cc1C,-8%,/,-2%,8%,/,/,?,/
O=C1Nc2ccccc2S/C1=C\C(=O)N1CCCC1,8%,?,-7%,3%,?,1%[46 µM],2%,13µM*
COc1ccc(OC)c(N2C(=O)CC(Cc3cc(C)cc(C)c3)C2=O)c1 (configuration not stated),-12%[11.4 µM],4%,10%,-5%,3%,0%,3%,-28%
CC(C)(C)NC(=O)CSc1n[nH]c(=O)n1-c1ccccc1,-1%,0%,i,-1%,-1%,3%,3%,-2%
CN(C)c1nccc(N(Cc2ccccc2)Cc2ccccc2)c1C#N,23%,0%,i,?,-6%,?,-7%,-7%
COc1ccc2c(c1)sc1nc(-c3ccccc3)cn12,-7%,10µM*,-7%,2%,-11%,?,?,0.4µM*
COc1ccccc1CNC(=O)C(NS(=O)(=O)c1ccc2c(c1)OCCO2)C(C)C (configuration not stated),4%,4%,-8%,-3%,11%,-2%,-10%,6%
CCC(C)NS(=O)(=O)c1ccc(OCC(=O)N2CCCC2)cc1 (configuration not stated),24%,4%,0%,1%,15%,9%,-2%,-14%
N#C/C(=N\Nc1cccc([N+](=O)[O-])c1)C(=O)c1ccc(Br)cc1,-1%,-3%,?,-3%,22µM*,/,10µM*,-50%[inhibitor]
C/C(CC(=O)N(C(C)C)C(C)C)=N\NC(=O)c1ccccc1Br,6%,-2%,-2%,15%,-4%,-4%,2%,10%
CC(=O)c1ccc(OCC(O)CN2CCN(Cc3ccc4c(c3)OCO4)CC2)cc1 (configuration not stated),4%,3%,i,5%&-5%,4%,-1%,-17%&-1%,-5%
COc1ccc(CS(=O)(=O)CC2(O)CCN(C(=O)c3cccc(C(F)(F)F)c3)CC2)cc1,25%,-1%,-3%,5%,0%,0%[46 µM],6%,-10%
O=S(=O)(c1ccc(-c2csc(Nc3ccc(F)cc3)n2)cc1)N1CCCC1,-2%,1%,i,?,?,?,-10%,-40%[inhibitor]
Cc1cc(C)c(NC(=O)C(C)c2cccc(C(=O)c3ccccc3)c2)c(C)c1 (configuration not stated),0%,0%,-6%,5%,-1%,-2%,-14%,-29%
Cn1cccc1Cc1nnc(SCC(=O)Nc2cccc(Cl)c2)n1-c1ccc(F)cc1,-3%,3%,14%,?,-6%,-6%,-10%,-19%
Cn1c2ccccc2c(=O)c2c(=O)n(C3CCCCC3)c(-c3ccco3)nc21,-2%,1%,-7%,6%,-15%,-20%,-17%,-56%[inhibitor]
CC(C)c1ccc(C(=O)NC(=S)Nc2ccc3[nH]c(=O)[nH]c3c2)cc1,-1%,/,-7%,-1%,/,/,?,/
COc1cc(C2C3C(=O)N(Cc4ccccc4)C(=O)C3ON2c2ccccc2)cc(OC)c1OC (configuration not stated),-8%,1%,i,-4%,-15%,15%,4%,10%
Cc1cc(C)n(C2CCCCC2OC(=O)c2ccccc2F)n1 (configuration not stated),-2%,-1%,-9%,11%,4%,11%[0.0737 µM],-3%,-7%
Cc1ccc(N(CC(=O)NCc2ccccc2Cl)S(=O)(=O)c2cccs2)cc1,/,-2%,-21%,-3%,-4%,-1%,-12%,-6%
COc1ccc(C)cc1NC(=O)c1ccc(NS(=O)(=O)c2cccc3cccnc23)cc1,-14%,/,-6%,-1%,/,/,-9%,/
CCc1c(O)nc(SCc2nc3ccccc3c(=O)[nH]2)[nH]c1=O,/,-2%,i,10%,-5%,-12%[46 µM],?,7%
COc1cccc(C(=O)NCCOc2cc(C)cc(C)c2)c1,11%,1%,-16%,-7%,16µM*,-7%,-5%,-1%
Oc1ccc(C=NCC2COc3ccccc3O2)cc1 (configuration not stated),-5%,-3%,-4%,7%,18µM*,9%,6%,?
CC(=S)c1c(C)cc2cc(C)ccn12,?,2%,-18%,?,?,?,?,1%
O=S(=O)([N-]c1nc2ccccc2nc1-[n+]1ccccc1)c1ccccc1,2%,4%,i,9%,-1%,-13%,-4%,21%
COc1ccccc1N1CCN(C(c2ccc(Cl)cc2)c2nnnn2C(C)(C)C)CC1 (configuration not stated),-2%,1%,2%,-1%,5%,?,-10%,11%
O=C(CSc1ccc(-c2ccco2)nn1)N1CCCC1,/,-12%,i,?,?,/,?,-1%

# Record cards, as listed above:
# Cc1ccc(S(=O)(=O)N2CCCOC2CNC(=O)C(=O)NCCCn2ccnc2)cc1 (configuration not stated) reads L3MBTL1 block: -11%; Luc counter: 0%; RECQ1 inh: -2%; JMJD2E inh: 1%; ALDH1A1 inh: ?; Lamin A splicing: ?; Tau ThT inhib: -14%; SMN2 splice up: ?
# COc1ccc(CS(=O)(=O)CC2(O)CCN(C(=O)c3cccc(C(F)(F)F)c3)CC2)cc1 reads L3MBTL1 block: 25%; Luc counter: -1%; RECQ1 inh: -3%; JMJD2E inh: 5%; ALDH1A1 inh: 0%; Lamin A splicing: 0%[46 µM]; Tau ThT inhib: 6%; SMN2 splice up: -10%
# CC(=O)c1ccc(OCC(O)CN2CCN(Cc3ccc4c(c3)OCO4)CC2)cc1 (configuration not stated) reads L3MBTL1 block: 4%; Luc counter: 3%; RECQ1 inh: i; JMJD2E inh: 5%&-5%; ALDH1A1 inh: 4%; Lamin A splicing: -1%; Tau ThT inhib: -17%&-1%; SMN2 splice up: -5%

# 3 entries out of the list, arranged by molecular weight, lowest first:
SMILES,L3MBTL1 block,Luc counter,RECQ1 inh,JMJD2E inh,ALDH1A1 inh,Lamin A splicing,Tau ThT inhib,SMN2 splice up
CC(C)c1ccc(C(=O)NC(=S)Nc2ccc3[nH]c(=O)[nH]c3c2)cc1,-1%,/,-7%,-1%,/,/,?,/
C/C(CC(=O)N(C(C)C)C(C)C)=N\NC(=O)c1ccccc1Br,6%,-2%,-2%,15%,-4%,-4%,2%,10%
COc1cc(C2C3C(=O)N(Cc4ccccc4)C(=O)C3ON2c2ccccc2)cc(OC)c1OC (configuration not stated),-8%,1%,i,-4%,-15%,15%,4%,10%

# (further entries)
SMILES,L3MBTL1 block,Luc counter,RECQ1 inh,JMJD2E inh,ALDH1A1 inh,Lamin A splicing,Tau ThT inhib,SMN2 splice up
O=C(CSc1nnc(CN2CCOCC2)n1-c1ccccc1)Nc1ccc(Cl)cc1,10%,0%,-2%,7%,22µM*,-1%,1%,-14%
COC(=O)c1c(C)oc(C)c1S(=O)(=O)N1CCCCC1,-3%,/,-3%,4%,9%,/,-8%,/
Cc1nnc(C)n1/N=C/c1cccnc1,/,-4%,-10%,3%,15%,-1%,-4%,7%
Cc1cccc2cc(CN(Cc3cccs3)C(c3nnnn3C3CCCC3)C(C)C)c(=O)[nH]c12 (configuration not stated),20%,/,i,?,?,?,-7%,/
CC(O)CCc1nc2ccc(C(=O)O)cc2[nH]1 (configuration not stated),4%,12%,-7%,-10%,?,7%,-3%,5%
Cc1nnc(-c2cccc(Br)c2)c2cn(-c3ccccc3Cl)nc12,7%,-1%,-16%,-4%,-1%,5%,-13%,-11%
Cc1ccc(S(=O)(=O)N2CCCC(C(=O)O)C2)s1 (configuration not stated),6%,0%,-10%,-2%,6%,-1%,5%,1%
CCN1CCc2c(OCC(=O)N3CCCCC3)cccc2C1=O,-13%,2%,-3%,-4%,0%,17%[46 µM],-3%,7%
O=C1Nc2ccccc2Oc2cc([N+](=O)[O-])ccc21,?,-8%,-15%,-7%,?,13%[9.22 µM],?,6%
COC(=O)c1c(NC(=O)c2ccco2)sc(C)c1C,33%[activator][11.4 µM],6%,i,?,?,12%,-8%,?
COc1cccc(CNC(=O)CCl)c1,-14%,3%,-2%,4%,7.1µM*,?,5%,?
Cc1ccccc1OCC(=O)N1N=C(C(F)(F)F)CC1(O)C(C)(C)C (configuration not stated),8%,0%,-2%,2%,14µM*,-7%,?,-10%
Oc1cccc(C2c3[nH]c4ccccc4c3CCN2Cc2cnn(-c3ccccc3)c2)c1 (configuration not stated),-26%,-2%,-7%,-19%,-2%,/,-14%,-23%
O=c1ncn(-c2cccc(F)c2)c2ncccc12,/,-3%,i,0%,4%,0%,10%,-15%
CCN(CC)S(=O)(=O)c1cccc(C(=O)N[C@H](C(=O)O)C(C)C)c1,/,-1%,i,10%,8%,5%,1%,0%

# Bioassay records: PubChem BioAssay, National Center for Advancing Translational Sciences (NCATS)
